EBI2 antag: blocks human EBI2 receptor beta-arrestin signaling; P32249; EBI2 beta-arrestin recruitment, luminescence, 7a,25-OHC stimulated; inhibition, % at 5 µM; 360,000 tested, 0.81% active; AID 651636; in the data active means inhibition above about 38%;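 further: enzyme fragment complementation signal reports receptor beta-arrestin coupling in cells; 0% = agonist plus DMSO wells and 100% = wells without agonist; some results beyond the cut were filed as inactive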
Target sequence (P32249 whole entry, looked up, the tested form may be a part): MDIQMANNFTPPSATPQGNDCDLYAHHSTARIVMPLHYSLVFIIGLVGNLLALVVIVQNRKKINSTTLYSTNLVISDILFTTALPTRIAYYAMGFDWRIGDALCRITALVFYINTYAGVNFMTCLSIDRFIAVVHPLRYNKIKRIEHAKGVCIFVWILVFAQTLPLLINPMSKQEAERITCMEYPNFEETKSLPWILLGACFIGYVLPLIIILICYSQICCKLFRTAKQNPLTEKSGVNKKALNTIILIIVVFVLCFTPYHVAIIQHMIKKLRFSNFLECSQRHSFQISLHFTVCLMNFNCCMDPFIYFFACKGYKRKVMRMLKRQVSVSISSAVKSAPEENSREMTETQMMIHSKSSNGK
697 NFkB inh: inhibitors of the PMA/ionomycin-induced NF-kB reporter in 697 B cells; 330,000 tested, 0.33% active; inhibition, % at 4 µM; 697 B-cell NF-kB luciferase reporter, 16 h; in the data active means inhibition above about 35%
CCR6 antag: blocks CCL20-driven beta-arrestin recruitment at human CCR6; inhibition, % at 20 µM; P51684; CHO-K1 CCR6 PathHunter beta-arrestin, luminescence, CCL20-stimulated; 340,000 tested, 0.49% active;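 active means compounds whose inhibition of the agonist-driven luminescence signal at 20 µM reaches about 50%, limit read from the data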;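 further: cells stimulated with CCL20 at 14 nM final; plate controls were DMSO with CCL20 for no effect and DMSO without agonist for full effect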
Target sequence (P51684 whole entry, looked up): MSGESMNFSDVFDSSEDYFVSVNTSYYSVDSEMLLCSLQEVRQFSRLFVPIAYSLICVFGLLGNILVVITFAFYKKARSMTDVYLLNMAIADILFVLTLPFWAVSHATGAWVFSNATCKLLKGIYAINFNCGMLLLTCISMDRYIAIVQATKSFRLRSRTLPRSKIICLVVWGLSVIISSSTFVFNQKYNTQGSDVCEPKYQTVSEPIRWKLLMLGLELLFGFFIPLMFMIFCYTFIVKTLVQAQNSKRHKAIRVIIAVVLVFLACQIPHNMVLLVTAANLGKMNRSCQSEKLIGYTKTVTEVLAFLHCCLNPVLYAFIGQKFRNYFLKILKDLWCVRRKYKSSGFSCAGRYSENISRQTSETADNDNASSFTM
CXCR6 block: CXCR6 (human) receptor inhibition; O00574; 360,000 tested, 0.36% active; inhibition, % at 20 µM; CHO-K1 PathHunter CXCR6 beta-arrestin, luminescence; AID 602244; in the data active means inhibition above about 34%, passing the limit was not always enough;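 further: antagonist mode with CXCL16 agonist at 10 nM final; 0% = 10 nM CXCL16 with DMSO and 100% = unstimulated wells without agonist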
Target sequence (O00574 whole entry, looked up): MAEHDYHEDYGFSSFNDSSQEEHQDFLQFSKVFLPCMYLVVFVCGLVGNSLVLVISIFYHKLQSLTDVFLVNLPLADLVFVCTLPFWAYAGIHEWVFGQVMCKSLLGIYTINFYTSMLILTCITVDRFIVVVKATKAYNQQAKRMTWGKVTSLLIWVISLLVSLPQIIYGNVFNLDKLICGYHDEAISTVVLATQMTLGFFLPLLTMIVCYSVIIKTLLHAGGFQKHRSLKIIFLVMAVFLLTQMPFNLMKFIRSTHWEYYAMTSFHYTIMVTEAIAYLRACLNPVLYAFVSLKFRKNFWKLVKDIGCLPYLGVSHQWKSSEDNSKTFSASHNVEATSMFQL
CHOP UPR activ: apoptotic UPR (CHOP) activation. CHO-CHOP luciferase reporter, luminescence; percent of tunicamycin response over DMSO baseline. 330,000 tested, 0.34% active. activation, % at 10 µM. AID 449763;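 active means at 10 µM dose, activation of 40% or more, normalized to positive control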;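 further: 100% = tunicamycin at 10 µg/mL and 0% = DMSO alone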
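System: CHO CHOP reporter cells. Amount: 500 cells per well. Buffer or medium: F12 medium, 10% FBS. Compound dosing: one dose, 10 µM in 0.5% DMSO. Incubation: 6 h compound exposure at 37 °C after overnight seeding. Technique: Steady-Glo luciferase luminescence. Benchmarks: tunicamycin and DMSO controls.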
Gli-Sufu block: antagonists of Gli-Sufu signaling. Sufu-KO-LIGHT fibroblasts, Gli luciferase reporter luminescence. inhibition, % at 5 µM. 340,000 tested, 0.74% active. AID 588413;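 active means inhibition above about 55%, limit read from the data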;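 further: 0% = DMSO-treated cells and 100% = wells with medium but no cells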
Jurkat NFkB inh: lowers PMA/ionomycin-induced NF-kB signal in Jurkat cells; inhibition, % at 4 µM; PMA/ionomycin-induced NF-kB luciferase reporter, luminescence; 330,000 tested, 0.53% active; in the data active means inhibition above about 50%
Mdm2 MdmX PPI: human Mdm2/MdmX binding inhibition; O15151+Q00987; inhibition, % at 8 µM; SaOS-2 split-luciferase Mdm2/MdmX complementation, luminescence; 330,000 tested, 3% active;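 active means inhibition of at least 50% at 8 µM in the primary screen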
UPR XBP1 act: adaptive UPR (XBP1) activation | CHO-XBP1 luciferase reporter, IRE1-XBP1 UPR activation, luminescence; percent of tunicamycin response, DMSO as zero | activation, % at 20 µM | 330,000 tested, 0.33% active | AID 463104;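 active means versus positive control, 20 µM dose yields 30% or more activation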;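 further: 100% = tunicamycin at 10 µg/mL and 0% = DMSO only wells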
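Material: CHO cell line with stable XBP1 luciferase reporter; schedule: 16-18 h cell attachment at 37 °C, then 6 h compound exposure; signal: glow luminescence from Steady-Glo reagent; medium: serum-containing F12 medium, 10% FBS; benchmarks: tunicamycin 10 µg/mL and vehicle-only wells; read-out: percent activation relative to tunicamycin reference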
* hit, by the source's call; nt = not tested or not shown.

SMILES | EBI2 antag | 697 NFkB inh | CCR6 antag | CXCR6 block | CHOP UPR activ | Gli-Sufu block | Jurkat NFkB inh | Mdm2 MdmX PPI | UPR XBP1 act
CC12CCC(C(=O)N(c3ccc(Cl)cc3)C1=O)C2(C)C (configuration not stated) | -9 | -11 | 2 | 3 | -2.7 | 7 | -19 | -16 | -1
COCCNC(=O)C(c1ccccc1F)N(C(=O)C(=O)NC1CCCC1)C1CCCCC1 (configuration not stated) | -6 | 12 | 10 | 0 | 0.1 | 6 | 4 | -13 | 0
COc1ccc(NC(=O)C(=O)N/N=C(\C)CC(=O)Nc2cc(C)ccn2)c(OC)c1 | -11 | -7 | 19 | -2 | 0.0 | 9 | -8 | 5 | 2
COc1cc(/C=N/Nc2ccc(Cl)c(C(=O)O)c2)ccc1OC(=O)c1ccccc1F | 1 | -55 | 6 | -12 | -1.7 | -30 | 3 | 5 | -6
Cc1c(N=C(N)/N=C(\N)Nc2ccccc2)c(=O)n(-c2ccccc2)n1C | -12 | 26 | 8 | -1 | -0.9 | -5 | 3 | -12 | -3
CN1C(=O)/C(=C\c2ccc(OC(=O)c3ccco3)cc2)SC1=S | 13 | -10 | 27 | 13 | 4.9 | -15 | -5 | 8 | 5
Cc1c(Cl)cccc1NC(=S)N1CCN(c2ccc([N+](=O)[O-])cn2)CC1 | 14 | 2 | 10 | 1 | 2.7 | 7 | 28 | 31 | -2
Cc1cc(C)nc(SCCN2CCCCC2)n1 | 3 | 15 | -7 | 7 | 0.0 | 7 | -2 | 9 | 0
CCOC(=O)c1c(-c2ccccc2)csc1NC(=O)/C(C#N)=C\c1ccc(O)c(OC)c1 | 19 | nt | 43 | 31 | nt | 3 | nt | nt | nt
Cc1ccc(S(=O)(=O)N2CCN(Cc3nc4sc(C)c(C)c4c(=O)[nH]3)CC2)cc1 | 14 | 18 | -1 | -4 | -2.1 | 5 | 21 | -3 | -5
CC1=CC=CC2=NC(=O)CC(C)(C(=O)N(CC(=O)NC3CCCC3)c3ccccc3C)N12 (configuration not stated) | -4 | 6 | 4 | 3 | 2.9 | 1 | 3 | 7 | 1
COc1ccccc1N1CCN(CC(=O)NCCc2ccc(S(N)(=O)=O)cc2)CC1 | -11 | 2 | -10 | -6 | -1.3 | 8 | 6 | 8 | -5

Two compounds from above, reduced to Mdm2 MdmX PPI, 697 NFkB inh and EBI2 antag.
smiles | Mdm2 MdmX PPI | 697 NFkB inh | EBI2 antag
Cc1c(N=C(N)/N=C(\N)Nc2ccccc2)c(=O)n(-c2ccccc2)n1C | -12 | 26 | -12
Cc1c(Cl)cccc1NC(=S)N1CCN(c2ccc([N+](=O)[O-])cn2)CC1 | 31 | 2 | 14

The main list resumes; the five compounds before the break are reprinted first.
SMILES | EBI2 antag | 697 NFkB inh | CCR6 antag | CXCR6 block | CHOP UPR activ | Gli-Sufu block | Jurkat NFkB inh | Mdm2 MdmX PPI | UPR XBP1 act
Cc1cc(C)nc(SCCN2CCCCC2)n1 | 3 | 15 | -7 | 7 | 0.0 | 7 | -2 | 9 | 0
CCOC(=O)c1c(-c2ccccc2)csc1NC(=O)/C(C#N)=C\c1ccc(O)c(OC)c1 | 19 | nt | 43 | 31 | nt | 3 | nt | nt | nt
Cc1ccc(S(=O)(=O)N2CCN(Cc3nc4sc(C)c(C)c4c(=O)[nH]3)CC2)cc1 | 14 | 18 | -1 | -4 | -2.1 | 5 | 21 | -3 | -5
CC1=CC=CC2=NC(=O)CC(C)(C(=O)N(CC(=O)NC3CCCC3)c3ccccc3C)N12 (configuration not stated) | -4 | 6 | 4 | 3 | 2.9 | 1 | 3 | 7 | 1
COc1ccccc1N1CCN(CC(=O)NCCc2ccc(S(N)(=O)=O)cc2)CC1 | -11 | 2 | -10 | -6 | -1.3 | 8 | 6 | 8 | -5
Cc1cc(=O)n2nc(N3CCC(C(=O)Nc4c(F)c(F)c(F)c(F)c4F)CC3)sc2n1 | -9 | 10 | 13 | -1 | -0.5 | -8 | 18 | 9 | -1
Cc1ccccc1C(=O)c1cccn1CC(=O)NCC1CCCO1 (configuration not stated) | 5 | 7 | -25 | 4 | -2.5 | -4 | 6 | 14 | 2
O=C(Nc1nc(-c2ccccc2)cs1)c1ccc(S(=O)(=O)N2CCc3ccccc32)cc1 | -3 | -34 | 7 | 5 | -1.6 | 4 | 4 | 45 | 1
NS(=O)(=O)c1ccc(NC(=S)N2CCN(c3ccccc3)CC2)cc1 | -14 | 6 | 17 | -6 | 0.4 | -4 | 3 | 18 | -3
O=S(=O)(c1ccccc1C(F)(F)F)N1CCN(S(=O)(=O)c2ccccc2C(F)(F)F)CC1 | -8 | 3 | -5 | 3 | 4.5 | 2 | 6 | 22 | 1
O=C(COC(=O)Cc1ccc(Br)cc1)NC1CCCC1 | 1 | 5 | 1 | 5 | 0.1 | 2 | 3 | 36 | -3
Cc1c(Cc2ccc3c(c2)OCO3)sc(NC(=O)c2ccc3ccccc3c2)c1C(N)=O | -4 | 3 | 7 | 6 | 1.8 | -7 | -19 | 80* | 2
NC(=O)C1(N2CCCCC2)CCN(C(=O)c2cccn3c(=O)c4cc(Cl)ccc4nc23)CC1 | -3 | 14 | -3 | -4 | 11 | 28 | 12 | -21 | 1
COc1ccc(Cc2nnc(SCC(=O)Nc3ccc(N4CCOCC4)cc3)n2C)cc1 | -4 | -7 | -2 | -9 | -1.6 | -17 | -16 | -14 | -4
S=C(N/N=C/c1ccc2ncccc2c1)Nc1ccccc1 | 20 | -12 | 3 | -1 | 0.4 | -5 | 1 | -47 | 0
S=C(Nc1ccc(Nc2ccccc2)cc1)N1CCN(c2ncccn2)CC1 | -4 | 18 | -4 | 7 | 0.1 | -13 | 7 | 22 | -5
CNC(=S)N1CCN(C(=O)C2CCCO2)CC1 (configuration not stated) | -3 | 10 | 3 | 5 | -1.1 | 4 | 6 | -1 | -2
Cc1c(C)n(Cc2ccc(F)cc2)c2ccc(C(=O)NCCN3CCOCC3)cc12 | -2 | -20 | 12 | 3 | 0.4 | 5 | -6 | 27 | -6
COc1ccc(CC2CC(=O)N(c3ccc(C)cc3)C2=O)cc1 (configuration not stated) | -7 | 8 | -2 | 2 | 5.2 | 2 | -6 | -17 | -3
CCOC(=O)c1[nH]c2ccc(Br)cc2c1NC(=O)CCN1CCCC(C)(C)C1 | 6 | -22 | 9 | 3 | -2.2 | 5 | -6 | 16 | -3
CCOC(=O)C1CCN(C(=O)Cn2nc(C)n3nc(-c4ccc(CC)cc4)cc3c2=O)CC1 | -1 | 17 | 17 | 0 | 1.3 | -16 | 5 | 18 | -1
CCn1nc([N+](=O)[O-])c(C(C#N)c2nc3cc(C(F)(F)F)ccc3s2)c(Cl)c1=O (configuration not stated) | 6 | 14 | 52* | 38 | 1.9 | -3 | 0 | 76* | 0
Cc1ccc[n+](CC(=O)N2CCCc3ccccc32)c1 | -12 | 0 | 0 | 1 | 0.8 | 2 | -7 | -20 | 3
COc1ccc(N2CCN(CCNC(=O)c3nnc(Cc4c(F)cccc4Cl)o3)CC2)cc1 | 2 | 15 | 15 | 12 | 0.9 | 12 | 12 | -3 | -4
CCN(CC)S(=O)(=O)c1cccc(NC(=O)C(=O)c2c(-c3ccccc3)cc3ccccn23)c1 | 5 | 1 | 11 | -2 | 0.8 | -8 | -1 | 16 | -3
CCC(CO)Oc1cc(NCc2ccccn2)c2ncn(C(C)C)c2c1 (configuration not stated) | -18 | 3 | -4 | 4 | 1.9 | -3 | 5 | -18 | 3
O=C(O)/C=C/c1cnc2ccccc2n1 | -11 | 16 | -7 | 0 | 0.6 | 26 | 7 | 5 | -1
Cc1ccc(CSCC(=O)N/N=C/c2cccc(OC3CSC3)c2)cc1 | -12 | -5 | 3 | -8 | -0.8 | 7 | -7 | 16 | 1
O=S(=O)(NCCCCCNS(=O)(=O)c1ccc(F)cc1)c1ccc(F)cc1 | -7 | 2 | 5 | -6 | -0.8 | 5 | 10 | 13 | 0
CCc1ccc(NC(=S)Nc2ccc3[nH]c(=O)[nH]c3c2)cc1 | 29 | 9 | 9 | 4 | 1.1 | 1 | -2 | 7 | 1
Cc1ccc(CS(=O)(=O)Cc2ccc(C(=O)NC3CCCC3)o2)cc1 | 3 | -1 | 9 | 7 | 0.0 | -7 | -15 | 21 | -1
COc1cccc(CNC(=O)CCCN2C(=O)C(c3ccccc3)Oc3cccnc32)c1OC (configuration not stated) | -1 | -6 | 12 | 8 | 0.0 | 2 | -2 | -3 | -5
CCOC(=O)C1=C(CSc2nc3c(cc2C#N)CN(C)CC3)OC(N)=C(C#N)C1c1ccccc1 (configuration not stated) | -4 | 21 | 11 | -9 | 1.8 | 6 | 15 | 9 | -3
COc1ccc(-c2cc(C(=O)Nc3cccnc3Cl)no2)cc1OC | -2 | -4 | 2 | 2 | 2.1 | -30 | -25 | -5 | -2
Nc1cc(=O)n(Cc2ccccc2)c(=O)n1-c1ccc(F)cc1 | -7 | 8 | -1 | 3 | -2.0 | 6 | 5 | 6 | -1
O=C(Nc1ccccn1)[C@@H]1CCC(=O)N1C(=O)OCc1ccccc1 | 0 | 3 | 2 | -1 | -1.6 | 8 | -20 | -1 | 1
CCOc1cc(C(=S)N2CCOCC2)ccc1OC(=O)c1cccc(C)c1 | -6 | 3 | 18 | -6 | -0.6 | 2 | 13 | -6 | -5
CC1=NN(c2ccccc2)C(=O)C1c1ccccc1 (configuration not stated) | -11 | -27 | 8 | -18 | 2.1 | -1 | -1 | 3 | 1
CSc1nc2ccc(S(=O)(=O)N3CCCCC3)cc2s1 | -2 | -12 | -15 | -2 | -1.9 | 6 | 11 | 28 | 0
CN(C)C(C)(C)/C=C/C(O)(c1ccccc1)c1ccccc1 | -9 | -7 | -3 | 9 | -1.0 | 6 | -15 | 6 | 0
CCCc1nnc(NC(=O)c2ccc(N3C(=O)C4C5C=CC(C5)C4C3=O)cc2)s1 (configuration not stated) | -2 | 9 | 2 | -7 | 2.5 | -10 | 13 | 16 | -1
Cc1ccc(OCC(=O)N/N=C\c2c(C)[nH]n(-c3ccccc3)c2=O)c([N+](=O)[O-])c1 | 0 | -17 | 28 | 1 | 0.0 | nt | -9 | 52* | 1
O=c1c2ccccc2ncn1-c1ccccc1[N+](=O)[O-] | 5 | 2 | 0 | 3 | -0.7 | -4 | 1 | 30 | -2
CCCn1c(SCC(=O)NC(=O)Nc2ccc(C)cc2C)n[nH]c1=O | -3 | 11 | 11 | 0 | 0.5 | 11 | -4 | 12 | -1
O=C1c2ccccc2NC2(CCCC2)N1N=C1CCCC1 | -5 | 7 | 3 | 3 | 6.9 | 3 | -1 | 17 | -2
Cc1cccc(C)c1NC(=O)c1sccc1SCC#N | 3 | 9 | -9 | 5 | -0.9 | 7 | -11 | -22 | -3
Oc1ccc(Br)cc1C=Nc1ccc2[nH]ncc2c1 | 0 | -29 | -1 | 4 | 3.6 | 4 | -9 | 0 | -1
Cc1ccc(N=c2ssnc2Cl)cc1 | 17 | -38 | 17 | 5 | 1.7 | 3 | -14 | -6 | 0
OC(CN1CCN(C(c2ccccc2)c2ccccc2)CC1)c1ccc(Br)cc1 (configuration not stated) | 13 | -13 | 7 | 7 | 1.3 | 38 | 1 | -2 | -6

Screens (PubChem BioAssay)
